Source: PubChem BioAssay (National Center for Advancing Translational Sciences (NCATS))
Eya2 phos inh: inhibitors of human Eya2 phosphatase activity; O00167; recombinant Eya2, OMFP fluorescence dephosphorylation (OMFP is methylfluorescein phosphate); Potency, µM (top dose mostly 76.9 µM), for inactives: top-dose activity, negative = inhibition, hits mostly inhibitors; 330,000 compounds, 0.006% hits; AID 488837; also: potency is read from the fitted curve at half-maximal effect; % is scaled to controls: 0 for no effect and ±100 for the full control effect
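Eya2 protein (added as 0.2 uM solution) was preincubated with compound for 10 min at ambient temperature in 50 mM HEPES pH 7.5, 50 mM NaCl, 5 uM MgCl2, 0.05% BSA, 1 mM DTT. OMFP (added at 50 uM) then reacted 10 min; fluorescence read at 485/525 nm.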
ELG1 DNA repair: ELG1-dependent DNA repair inhibition | HEK293T ELG1-luciferase reporter, luminescence, 16 h; DNA damage induced by 5-fluorouridine | Potency, µM (highest dose often 46.1 µM), for inactives: top-dose activity change, negative = inhibition, most hits filed as inhibitors | 330,000 compounds, 2.3% hits; also: potency is read from the fitted curve at half-maximal effect; % is scaled to controls: 0 for no effect and ±100 for the full control effect; nearly all actives have a fitted effect of over 55% in size
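Reporter activity after DNA damage by 5-fluorouridine is monitored. Compound-treated cells incubate 16 hr at 37 °C, then ONE-Glo is added for 30 min before luminescence reading.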
TSHR antagonist: human thyrotropin receptor antagonism | TSHR-expressing cells, TSH-stimulated cAMP HTRF, 2 h; hits give low values | 330,000 compounds, 0.2% hits | activity change, negative = inhibition, % at 11.5 µM | AID 504810;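 active = activity change below a set negative limit, meaning inhibition stronger than a set level, cut at about -70% in these data; inconclusive = activity change between two set negative limits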; also: % is scaled to controls: 0 for no effect and ±100 for the full control effect
Target sequence (P16473 whole entry, looked up): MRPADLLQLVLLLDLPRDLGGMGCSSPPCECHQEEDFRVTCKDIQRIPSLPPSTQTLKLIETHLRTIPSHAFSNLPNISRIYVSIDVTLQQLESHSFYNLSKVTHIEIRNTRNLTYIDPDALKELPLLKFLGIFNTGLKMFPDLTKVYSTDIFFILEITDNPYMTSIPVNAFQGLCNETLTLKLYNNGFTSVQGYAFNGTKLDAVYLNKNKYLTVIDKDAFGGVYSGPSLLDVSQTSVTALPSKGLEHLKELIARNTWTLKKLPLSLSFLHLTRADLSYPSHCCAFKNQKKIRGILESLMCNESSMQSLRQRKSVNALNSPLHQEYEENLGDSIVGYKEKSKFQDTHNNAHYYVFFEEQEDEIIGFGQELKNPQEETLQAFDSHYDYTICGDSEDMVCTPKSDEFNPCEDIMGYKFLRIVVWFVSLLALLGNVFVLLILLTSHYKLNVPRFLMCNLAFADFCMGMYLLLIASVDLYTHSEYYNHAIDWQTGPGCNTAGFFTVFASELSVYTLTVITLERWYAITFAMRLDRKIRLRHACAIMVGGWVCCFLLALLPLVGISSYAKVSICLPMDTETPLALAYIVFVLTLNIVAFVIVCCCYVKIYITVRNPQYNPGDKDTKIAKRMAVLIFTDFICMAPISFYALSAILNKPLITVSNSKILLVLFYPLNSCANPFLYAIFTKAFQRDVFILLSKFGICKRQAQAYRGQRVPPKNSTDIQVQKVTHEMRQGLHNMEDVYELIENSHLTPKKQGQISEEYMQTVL
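Read-out is FRET at 665 nm (cryptate excitation 337 nm) from a cryptate-tagged anti-cAMP antibody, competed by cell cAMP against cAMP-d2. Compounds are tested on freshly harvested TSHR cells challenged with 4nM TSH (EC80) for 2 hours at 37 deg C.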
a7 integrin act: activators of alpha7 integrin expression for muscular dystrophy. alpha7betagal myoblasts, beta-gal FDG fluorescence, 48 h. Potency, µM (doses to about 38.3 µM), for inactives: at the highest dose activation, hits mostly activators. 350,000 compounds, 0.064% hits. AID 624291;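 also: potency is read from the fitted curve at half-maximal effect; 100% = response of the positive control SU9516; nearly all actives have a fitted effect of over 60% in size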
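alpha7betagal+/- myoblasts (passage 13, 250/well) treated 48 h at 37C with compounds at 1:260 dilution of DMSO stock. Lysed, then beta-galactosidase activity read as FDG fluorescence (ex 480/em 540) after 30 min, with pre-read for autofluorescence.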
PTAP TSG101 blk: blocks PTAP/TSG101 interaction to inhibit HIV-1 budding; Fluorescence polarization, FITC-PTAP peptide / Tsg101 binding; Potency, µM (series often up to 115 µM), without a hit: at the highest dose activity change, negative = inhibition, most hits filed as inhibitors; 340,000 tested, under 10 active; active = well fitted inhibition curve with a large enough effect in the main read-out, with a control signal flat, not every such curve was filed as active; inconclusive = small, poorly fitted or top-dose-only effect, or effect the other way, or a change in a side signal; inactive = no such curve, though single readings can be large or run the other way; also: potency is read from the fitted curve at half-maximal effect; % of control where 0% means no effect
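Tsg101 binding domain (10 uM final) was mixed with compound and a FITC-labeled PTAP peptide (50 nM final) in HEPES pH 7.5 buffer with NaCl, Tween 20, EDTA and TCEP; fluorescence polarization was read after 20 min at r.t.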
Mito fusion yeast: blocks mitochondrial division or promotes mitochondrial fusion. S. cerevisiae fusion-defective mutant growth rescue, CellTiterGlo 48 h. Potency, µM (highest dose often 46.1 µM), without a hit: at the top dose growth rescue (activation), hits mostly activators. 320,000 compounds, 0.23% hits. AID 485298;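 also: potency is read from the fitted curve at half-maximal effect; % of control where 0% means no effect; nearly all actives have a fitted effect of over 45% in size; temperature-sensitive fusion mutants such as fzo1-1 at 37 °C on non-fermentable ethanol glycerol medium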
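Compounds are tested for their ability to restore growth of mitochondrial fusion-defective yeast strains at non-permissive 37C in YPEG medium over 48 hours. Viability is quantified by luciferase luminescence.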
A-T KAP1 phos: potential ataxia-telangiectasia treatment | […] A-T fibroblasts, KAP-1 phosphorylation AlphaLISA; neocarzinostatin DNA damage 30 min before lysis | Potency, µM (highest dose often 57.5 µM), for the others: at the highest dose activation, usual class: activators | 320,000 compounds, 0.19% hits | AID 485349; also: potency is read from the fitted curve at half-maximal effect; % of control where 0% means no effect; nearly all actives have a fitted effect of over 45% in size
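hTERT-immortalized A-T patient fibroblasts ([…]), 500 cells/well in OPTI-MEM, 1% FBS, got compounds for 60 min, then NCS for 30 min at 37C. Lysates were then assayed for phospho-KAP-1 by AlphaLISA (anti-pKAP1 donor, anti-KAP1 acceptor beads), 6 hr at 25C.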
S-ASM inh: blocks human secretory acid sphingomyelinase. placental ASM, HMU-PC fluorogenic substrate, 60 min. Potency, µM (doses to about 57.5 µM), for inactives: at the top dose activity change, negative = inhibition, usual class: inhibitors. P17405. AID 504937. 340,000 compounds, 0.006% hits; also: potency is read from the fitted curve at half-maximal effect
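Human placenta-derived ASM preincubated with compound 10 min at room temperature, then reacted with 9 uM (final) fluorogenic HMU-PC substrate for 60 min at 37 C. Stop solution raises pH to 10; fluorescence read at Ex 386/Em 447 nm.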
TCR activator: activates T cell receptor signaling; primary human leukocytes, anti-CD3, IL-2 HTRF, 48 h; Potency, µM (titrated, usually from 9.22 µM), inactives show at the top dose activation of IL-2 secretion, hits mostly activators; 330,000 tested, under 10 active; AID 504894; also: % of control where 0% means no effect
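Human primary leukocytes + a-CD3 beads + cpd, 48 hr; IL-2 in supernatant by HTRF (ex 320nm / em 665nm). No co-stimulatory signal supplied.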
Tb PFK inh: inhibitors of T. brucei phosphofructokinase; 330,000 compounds, 0.17% hits; Potency, µM (titrated, usually from 57.5 µM), inactives show top-dose activity, negative = inhibition, most hits filed as inhibitors; AID 485367; T. brucei PFK, ADP-Glo luminescence;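 also: potency is read from the fitted curve at half-maximal effect; 0% = uninhibited 1x PFK enzyme wells and -100% = no-enzyme wells; nearly all actives have a fitted effect of over 60% in size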
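1.25 nM PFK with 0.5 mM F6P and 0.1 mM ATP in 0.1 M TEA pH 8.0, 5 mM MgCl2, incubated 45 min at room temperature; ADP measured by ADP-Glo luminescence; compounds titrated up to 57 uM.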
Chronic BCR inh: chronic active BCR signaling inhibition | Potency, µM (doses to about 46.1 µM), without a hit: at the highest dose ratio change, negative = lower green/red ratio, hits mostly inhibitors | 340,000 compounds, 0.05% hits | ABC-DLBCL IkBa-CBG/CBR reporter, luminescence ratio, 4 h; active = well fitted inhibition curve with a large enough effect in the signal ratio, with a control signal flat, not every such curve was filed as active; inconclusive = small, poorly fitted or top-dose-only effect, or effect the other way, or a change in a side signal; the % refers to the signal ratio;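 also: potency is read from the fitted curve at half-maximal effect; plate controls were basal doxycycline-induced cells for no effect and cells given 10 µM MG132 for full effect; MG132 reads +100%, hits lower the ratio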
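Doxycycline induced both beetle luciferases in TMD8 lymphoma cells; IKK-driven degradation limits the IkappaBalpha-fused green signal, while red luminescence normalises for cell number and nonspecific effects. Compounds tested up to 46 uM, 4 hrs.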
Numbers without * were called inactive; i = inactive; ? = inconclusive; . = not tested or not shown; [ ] = remark or other dose. Unless noted, calls follow the shape of the dose curve; as a rule, active = well fitted curve in the direction sought with a large enough effect; inconclusive = small, poorly fitted or top-dose-only effect, or another doubt; inactive = no such curve, though single readings can be large; an effect the other way counts as inactive or inconclusive.

SMILES | Eya2 phos inh | ELG1 DNA repair | TSHR antagonist | a7 integrin act | PTAP TSG101 blk | Mito fusion yeast | A-T KAP1 phos | S-ASM inh | TCR activator | Tb PFK inh | Chronic BCR inh
COc1ccc2c(c1OC)C(=O)N1N=C(c3ccc(Br)cc3)CC21 (stereo not drawn) | -1% | ? | 4 | -9% | -4% | 16µM* | -4% | -6% | 9%[46.1 µM] | -8% | 1%
CCCN(C(=O)COC(=O)COc1c(C)cccc1C)c1c(N)n(Cc2ccccc2)c(=O)[nH]c1=O | 7% | 10% | -8 | -5% | 0% | 6% | 20% | 6% | 3% | -1% | 5%
Cc1sc(NC(=O)/C=C/c2ccc(C(C)C)cc2)c(C#N)c1C | 7% | 12% | -6 | 8% | 1% | 0% | -7% | 18% | -3% | 0% | -7%
CCOC(=O)c1c(C)oc2ccc(OS(C)(=O)=O)cc12 | -4% | 12% | 3 | 0% | -8% | 3% | 0% | 2% | -2% | 6% | -7%
CC(=O)c1ccccc1NS(=O)(=O)c1ccc2c(c1)CC(=O)N2 | 3% | 30% | 7 | 16% | -2% | -3% | 6% | -1% | 4% | 2% | 2%
COc1ccc(CNCC(O)COCc2cccs2)cc1 (stereo not drawn) | 3%[15.4 µM] | -2% | 6 | -19% | -6% | 4% | 11% | -2% | 3% | -5% | 3%
CCN(CC)CCn1c2c(c(SCC(=O)Nc3ccc(C)c(F)c3)nc1=O)CCC2 | -7% | ? | 12 | 4% | -2% | -3% | 6% | -1% | -80% | 0% | 5%
COC(=O)C1=C(C)NC(=S)NC1c1ccc(-c2cc(Cl)ccc2Cl)o1 (stereo not drawn) | ? | ? | 10 | 0% | 28% | 5% | 24% | -14% | -3% | 6% | 4%
Cc1cc(C)c2c(n1)sc1c(O)cc(=O)[nH]c12 | 8% | 8% | 10 | 14% | -5% | -1% | 2% | 0% | -1% | -10% | 9%
CCCOc1c(Br)cc(C2C3=C(CCCC3=O)N(C)C3=C2C(=O)CCC3)cc1OC | 6% | 7% | 5 | 0% | 1% | -1% | 14% | i | -28%[46.1 µM] | -1% | 0%
O=C(NCCN1CCN(c2ccccc2)CC1)C1CCN(S(=O)(=O)c2cccc3nonc23)CC1 | 2% | -4% | 17 | -15% | -2% | 2% | 2% | 0% | 4% | 3% | 4%
Cc1cn(COC/C=C/c2ccccc2)c(=O)[nH]c1=O | 14% | 10% | -18 | 20% | -7% | -3% | 5% | 1% | . | 3% | -1%
O=C(CN(CCc1ccccc1)Cc1ccccc1)Oc1ccccc1P(=O)(O)O | 9% | 17% | -1 | -3% | 5% | 0% | 3% | ? | -1% | 0% | 4%
CSc1ccc(C(=O)C2CCCN(C(=O)c3ccc(C)nc3)C2)cc1 (stereo not drawn) | -1% | -3% | -4 | -66%[inhibitor] | -4% | 6% | 8% | -5% | -7% | -1% | 0%
O=C(/C=C/c1ccccc1[N+](=O)[O-])Nc1cccc(S(=O)(=O)NC2=NCCCCC2)c1 | 7% | ? | -7 | . | -1% | . | 6% | -2% | 6% | 2% | -1%
CCn1ncc(CN2CCN(C(=O)Nc3ccccc3C(=O)OC)CC2)c1C | 9% | 0% | 17 | -6% | 0% | 2% | 15% | 5% | 1% | 16% | -1%
O=C(CN1CCN(C(c2ccccc2)c2ccccc2)CC1)Nc1ccc(N2CCOCC2)cc1 | -6% | -1% | -2 | -5% | 0% | 3% | 8% | -1% | -8% | 8% | 1%
Cc1ccc(N=C/C(C(=O)C(F)(F)F)=C(\O)c2ccco2)cc1Cl | -16% | ? | -1 | 17% | -1% | -2% | 0% | 39% | -29%[46.1 µM] | -9% | ?
CCOc1ccc(S(=O)(=O)NCCCN2CCOCC2)c2ccccc12 | 2% | -10% | 7 | -24% | 2% | 0% | -1% | -1% | 5% | 1% | 0%
Cc1cc(C)n(C(=O)c2sc3cc(F)ccc3c2Cl)n1 | 4% | 0% | -4 | . | . | -6% | -1% | . | 1%[46.1 µM] | 5% | -1%
COc1ccccc1NC(=O)C1CCCN(c2ncnc3c2nc2n3CCCCC2)C1 (stereo not drawn) | 16% | 21µM* | -11 | 12% | -1% | -1% | -2% | -1% | -6% | 1% | -2%
CCOc1ccc(NC(=O)C23CC4CC(C2)CC(c2ccccc2)(C4)C3)cc1 | 3% | -16% | 3 | 24% | -1% | 1% | 0% | -10% | 0% | 0% | 0%
COc1ccc(OC)c(-c2nn(-c3ccccc3)cc2C(=O)N2CCc3ccccc3C2)c1 | -20% | ? | -9 | 35% | -3% | ? | 13% | -5% | -3% | 0% | -2%
Cn1c(O)c(N=NC(=O)c2ccco2)c2ccccc21 | -2% | ? | 6 | 35% | 2% | 3% | 0% | -1% | 9% | -2% | -4%
CCN1CCN(CC(O)COCCOc2ccc(Br)cc2)CC1 (stereo not drawn) | 7% | -8% | 8 | 8% | 1% | 1% | -5% | 0% | 1%[46.1 µM] | -2% | 1%
O=C(NCCCNC(=O)c1ccc(-c2cccc(Cl)c2)o1)c1cnccn1 | 2% | ? | 7 | -1% | 0% | 15% | 0% | -1% | 2% | -19% | 0%
Cc1c(C(=O)Oc2ccc(-c3cnc4ccccc4n3)cc2)cccc1[N+](=O)[O-] | 4% | ? | 22 | 4% | 0% | 3% | 2% | 4% | 2% | 12% | 17%
CCC(CC)NC(=O)c1nn(Cc2ccccc2)c(=O)c2ccccc12 | -4% | ? | 2 | 11% | -5% | ? | -1% | -5% | 0% | 5% | 16%
CCN1CCN(C(=O)C2CCN(C(=O)c3cc4sccc4n3CC)CC2)CC1 | -1% | -17% | 15 | 2% | -3% | -1% | 2% | 4% | -3% | 2% | ?
CC(C)(C)c1nc(S(=O)(=O)c2ccc(Cl)cc2)c(N2CCOCC2)o1 | 15% | 0% | 12 | 14% | -4% | -5% | 0% | 3% | 2% | -2% | 29%
O=C(CC1C(=O)NCCN1C(=S)Nc1ccccc1)Nc1ccc(F)cc1 (stereo not drawn) | -1% | 7% | 12 | -9% | -1% | 5% | 1% | 3% | -2%[46.1 µM] | -5% | -2%
CC(C)(C)c1ccc(C(=O)Nc2cccc(S(=O)(=O)NC3=NCCC3)c2)cc1 | 9% | ? | -8 | -4% | -3% | -3% | 5% | -4% | -8% | 7% | ?
Cc1ccc(S(=O)(=O)N2CCC(C(=O)NCC3CCCO3)CC2)cc1 (stereo not drawn) | -9% | -24% | -2 | 8%[7.66 µM] | -2% | 1% | 1% | -1% | . | -2% | -18%

Compounds above containing bromine, in the order listed:
SMILES | Eya2 phos inh | ELG1 DNA repair | TSHR antagonist | a7 integrin act | PTAP TSG101 blk | Mito fusion yeast | A-T KAP1 phos | S-ASM inh | TCR activator | Tb PFK inh | Chronic BCR inh
COc1ccc2c(c1OC)C(=O)N1N=C(c3ccc(Br)cc3)CC21 (stereo not drawn) | -1% | ? | 4 | -9% | -4% | 16µM* | -4% | -6% | 9%[46.1 µM] | -8% | 1%
CCCOc1c(Br)cc(C2C3=C(CCCC3=O)N(C)C3=C2C(=O)CCC3)cc1OC | 6% | 7% | 5 | 0% | 1% | -1% | 14% | i | -28%[46.1 µM] | -1% | 0%
CCN1CCN(CC(O)COCCOc2ccc(Br)cc2)CC1 (stereo not drawn) | 7% | -8% | 8 | 8% | 1% | 1% | -5% | 0% | 1%[46.1 µM] | -2% | 1%

Rewritten with values under each structure: part of the list above
Below each compound – Eya2 phos inh | ELG1 DNA repair | TSHR antagonist | a7 integrin act | PTAP TSG101 blk | Mito fusion yeast | A-T KAP1 phos | S-ASM inh | TCR activator | Tb PFK inh | Chronic BCR inh
CC(C)(C)c1ccc(C(=O)Nc2cccc(S(=O)(=O)NC3=NCCC3)c2)cc1
 : 9% | ? | -8 | -4% | -3% | -3% | 5% | -4% | -8% | 7% | ?
Cc1ccc(S(=O)(=O)N2CCC(C(=O)NCC3CCCO3)CC2)cc1 (stereo not drawn)
 : -9% | -24% | -2 | 8%[7.66 µM] | -2% | 1% | 1% | -1% | . | -2% | -18%
